Compound activity from PubChem.
HSF1 inh: HSF1 inhibitors in luciferase reporter cells, primary screen, cell-based, NIH3T3, luminescence. NIH3T3-HGL HSE-luciferase, MG132-induced, luminescence 8 h; active compounds read low. activity change, negative = inhibition, % at 7.5 µM (by protocol). 300,000 tested, 0.77% active. AID 2098, 2009;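 active = more than half of replicate wells show activity change below -50%, luminescence cut by over half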;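 note: luciferase reports HSF-1 transcriptional activity via heat shock element; 0% = median of DMSO wells and -100% = zero luminescence signal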
HSP90 refold inh: HSP90 inhibitors, primary screen, cell lysate, luminescence | AID 1789, 2009 | Rabbit reticulocyte lysate, luciferase refolding luminescence, 3 h | 290,000 tested, 0.91% active | Heat shock protein HSP 90 (rabbit reticulocyte lysate; luciferase refolding) | inhibition, % at 5.6 µM;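 active = inhibition above the screen-wide mean plus 3 SD, computed separately per campaign, cut at about 16% in these data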;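 note: 0% = DMSO wells and 100% = 60 µM geldanamycin wells; inhibitors lower the luminescence because luciferase stays unfolded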
HIF act: HIF pathway transcriptional activators, primary screen, cell-based, U2OS HRE-luciferase, luminescence; U2OS HRE-luciferase reporter; normalized: DMSO 0%, desferrioxamine 100%; activation, % at 7.5 µM (by protocol); 300,000 tested, 0.32% active; AID 1910, 2009;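 active = mean activation of at least 10% of the iron chelator positive control signal, with at least half of replicates also reaching 10%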
AI-2 QS modul: Vibrio harveyi AI-2 quorum sensing modulators, primary screen, JMH597 strain, luminescence/OD600 ratio | Vibrio harveyi JMH597 AI-2 luminescence/OD600 ratio, 9 h; active compounds read low; strain lacks LuxN and CqsS sensors; 0 = neutral-control median | activity change, % at 7.5 µM | 300,000 tested, 0.4% active | AID 2094, 2009; in the data active = activity change below about -75%, passing the limit was not always enough;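 note: luminescence divided by OD600 gain over 9 h not by final OD600 alone; inactives centre near 13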
IEC-6 tox: cytotoxicity in IEC-6 intestinal epithelial cells, primary screen, cytotoxicity control for KLF5 inhibitor project, cell-based, luminescence; inhibition, % at 5 µM; 290,000 tested, 0.78% active; IEC-6 cytotoxicity, luminescence viability; in the data active = inhibition above about 22%;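 note: 0% = plate median of test compound wells and 100% = cytotoxic reference compound wells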
HSF-1 act: HSF-1 activators, primary screen, NIH3T3-HGL cells, MG132 stress, luminescence, single point | 300,000 tested, 1.7% active | NIH3T3-HGL HSF-1 luciferase reporter, 8 h; 100% = twice DMSO control signal | activation, % at 9 µM;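 active = mean replicate activation of at least 50% with a set share of replicates each reaching 50%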;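 note: 0% = median of the neutral control wells and 100% = twice that signal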
GSK3B inh: human GSK3beta kinase inhibitors, primary screen, biochemical, cell-free homogeneous, HTS; GST-GSK3beta kinase, ADP-Glo luminescence, 60 min; active compounds read low; activity score (negative = inhibition), % at 10 µM; AID 2097, 2009; 300,000 tested, 0.038% active;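 active = more than half of replicate wells score below -50%, meaning over 50% inhibition versus plate controls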;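 note: 0% = median DMSO wells and -100% = median GW8510 positive control wells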
Target sequence (P49841 whole entry, looked up): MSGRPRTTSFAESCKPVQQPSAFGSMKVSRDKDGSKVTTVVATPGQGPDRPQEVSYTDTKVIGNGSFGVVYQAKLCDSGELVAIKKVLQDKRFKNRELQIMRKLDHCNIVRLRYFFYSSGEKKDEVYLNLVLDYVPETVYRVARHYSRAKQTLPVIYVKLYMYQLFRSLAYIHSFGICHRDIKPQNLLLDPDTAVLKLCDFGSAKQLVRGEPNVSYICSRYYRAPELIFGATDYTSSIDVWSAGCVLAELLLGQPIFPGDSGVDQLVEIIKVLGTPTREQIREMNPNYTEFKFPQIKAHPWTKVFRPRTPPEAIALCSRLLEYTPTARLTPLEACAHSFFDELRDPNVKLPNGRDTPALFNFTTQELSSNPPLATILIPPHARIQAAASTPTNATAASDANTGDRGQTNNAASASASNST
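Assay system: GST-tagged human GSK3beta kinase, cell-free; Input: 1.6 ng GSK3beta; Medium: Tris/MgCl2 kinase buffer; Timing: 60 min enzyme reaction, room temperature; Signal: ADP-Glo luminescence quantifying ADP generated by kinase; Evaluation: score relative to plate controls; Benchmarks: DMSO neutral wells and GW8510 at 20 µM as positive.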
KLF5 inhibitor: KLF5 expression inhibitors, primary screen, DLD-1 cells, luminescence | inhibition, % at 5 µM | 290,000 tested, 0.23% active | DLD-1 KLF5 promoter-luciferase reporter;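 active = inhibition above a per-plate limit of that plate's mean compound inhibition plus 3 SD, cut at about 60% in these data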;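 note: 0% = DMSO wells and 100% = LY294002 at 200 µM; higher means less KLF5 promoter-driven luciferase light; inactives centre near -14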
aSyn 5UTR inh: MLPCN primary screen, SNCA 5' untranslated region; alpha-synuclein 5'UTR reporter, inhibitor activity; inhibition, % (tested at 7.5 µM); 300,000 tested, 0.82% active; AID 1813, 2009; in the data active = inhibition above about 60%;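 note: H4 neuroglioblastoma cells stably carrying SNCA 5'UTR luciferase fusion; 0% = DMSO wells and 100% = positive control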
GSK3 alpha inh: blockers of GSK3A enzyme activity – biochemical, luminescence, cell-free homogeneous, HTS, primary screen; Glycogen synthase kinase-3 alpha (Homo sapiens), P49840; 320,000 tested, 0.1% active; inhibition, % at 10 µM; AID 2650, 2010; GSK-3 alpha kinase, ADP-Glo luminescence, 60 min;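 in the data active = inhibition above about 50%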;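 note: GST-tagged GSK-3 alpha with peptide substrate and 25 µM ATP; 0% = DMSO neutral wells and 100% = GW8510 positive control wells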
Target sequence (P49840 whole entry, looked up): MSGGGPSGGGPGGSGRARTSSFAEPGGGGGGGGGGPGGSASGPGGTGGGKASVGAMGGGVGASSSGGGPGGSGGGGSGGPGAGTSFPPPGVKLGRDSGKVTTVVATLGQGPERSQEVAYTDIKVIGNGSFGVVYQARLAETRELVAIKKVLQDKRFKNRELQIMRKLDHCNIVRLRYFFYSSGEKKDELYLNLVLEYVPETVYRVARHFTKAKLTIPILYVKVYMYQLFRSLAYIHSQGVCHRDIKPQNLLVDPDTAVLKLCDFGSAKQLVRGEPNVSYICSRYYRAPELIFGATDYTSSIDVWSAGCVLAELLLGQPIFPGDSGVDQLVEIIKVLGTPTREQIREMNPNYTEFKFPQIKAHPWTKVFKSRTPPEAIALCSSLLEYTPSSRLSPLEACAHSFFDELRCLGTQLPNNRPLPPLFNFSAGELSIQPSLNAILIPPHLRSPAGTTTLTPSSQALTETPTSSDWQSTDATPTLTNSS
Active calls of the source: *; / = no result given. Compounds were not picked by outcome; overall some 4.7% were active at least once.

SMILES	HSF1 inh	HSP90 refold inh	HIF act	AI-2 QS modul	IEC-6 tox	HSF-1 act	GSK3B inh	KLF5 inhibitor	aSyn 5UTR inh	GSK3 alpha inh
CCN(CC)S(=O)(=O)c1cc(C(=O)Nc2cc(C)on2)c(Cl)cc1Cl	-32	-1	0.1	18	0	-45	-13	0	2	-3
CC(=O)N1CCOc2ccc(S(=O)(=O)Nc3ccc(C)cn3)cc21	11	-2	-0.3	16	-6	33	-1	4	-7	-2
CCOC(=O)c1cccnc1SCC(=O)NCc1ccccc1	12	-1	0.1	21	4	18	2	-7	-15	-1
O=C(NCCc1ccc(Cl)cc1)C1CCN(S(=O)(=O)c2cccc3nonc23)CC1	-2	5	-0.2	25	2	11	1	-26	20	0
Cc1ccc(NC(=O)COC(=O)Cc2c(F)cccc2Cl)cc1S(=O)(=O)N1CCOCC1	6	/	-19	28	/	9	2	/	11	0
CC(NC(=O)C(Cc1ccccc1)NC(=O)c1ccccc1)C(=O)O (stereo not drawn)	-3	1	-0.4	17	1	-1	3	-1	14	3
CCCn1c(C)cc(/C=C(\C#N)C(=O)OCC(=O)Nc2ccc(OC)c(Cl)c2)c1C	7	3	0.5	36	4	0	0	16	-27	2
Cc1cccc2c(N=O)c(O)n(CCc3ccccc3)c12	-4	-8	0.2	-1	-15	8	-1	-24	29	0
COc1ccccc1-c1nnc(SCC(=O)NC2CCCCC2)n1C	-1	-2	0.2	8	7	-17	1	-16	2	-1
COc1ccc(S(=O)(=O)N2CCCC(C(=O)NCC3CCCO3)C2)cc1OC (stereo not drawn)	-11	-2	-0.8	11	-5	-27	-1	9	-3	0
CC(=O)C1=NOC(CNC(=O)c2c(-c3ccccc3Cl)noc2C)C1 (stereo not drawn)	-9	-2	0.0	5	-6	7	1	-37	-3	3
O=C(CSc1nc(=O)n(CCCN2CCOCC2)c2c1CCCC2)Nc1ccc(F)cc1	-2	/	-1.1	17	/	12	1	/	-11	-4
O=c1c(Br)c(N2CCOCC2)cnn1-c1ccccc1	4	2	2.9	13	-4	23	2	-49	-144	-3
Cc1ccc(CNC(=O)COC(=O)c2cnc(C)cn2)cc1	1	5	0.0	2	6	-15	1	-2	20	0
C=CCn1c(SCC(=O)C(C)(C)C)nnc1-c1cccs1	4	4	0.4	-1	4	1	0	-19	-7	0
COc1ccc(/C=C/C(=O)NCCc2nc3ccccc3[nH]2)cc1	8	5	-0.1	8	2	6	5	-13	6	0
O=C(Cn1ncc(Cl)c(Cl)c1=O)N1CCc2ccccc21	-5	1	-6.5	3	41*	29	-2	4	135*	/
CN1/C(=C\C(=O)c2cccc([N+](=O)[O-])c2)Sc2ccccc21	28	-3	3.3	/	1	44	/	-152	-83	-1
O=C(COC(=O)c1ccc(S(=O)(=O)NCc2ccco2)cc1)Nc1ccc(OC(F)F)cc1	-6	0	-0.9	25	3	-12	-2	-11	-1	-1
O=c1c2ccccc2nc(-c2ccccc2Cl)n1O	-3	4	-0.2	-11	3	15	1	2	-33	-2
CCOC(=O)CSc1nn(C)c(=S)s1	0	4	/	33	7	6	4	-1	7	-5
Cc1cc(C)cc(NC(=O)Nc2ccc(-n3ccc(C(F)(F)F)n3)cc2)c1	16	-1	0.5	17	8	47	2	-9	-77	17
CCOc1ccc(-n2c(SCC(N)=O)nc3c([nH]c4ccccc43)c2=O)cc1	3	-2	0.1	18	2	6	3	-23	22	/
COc1ccccc1CN1CC(C(=O)NCc2nc3ccccc3n2C)CCC1=O (stereo not drawn)	4	-5	-0.1	15	-3	1	5	-50	-17	-2
COc1cccc(/C=C(\CC(=O)O)c2nc3ccccc3s2)c1	-13	-1	0.9	7	3	10	5	-9	-37	-1
COc1ccc(N2CCN(C3CCCN(Cc4cccc(OC)c4)C3)CC2)cc1 (stereo not drawn)	6	1	0.6	11	1	6	1	-22	-5	0
CC(C)c1ccc(NC(=O)C(c2ccc3c(c2)OCO3)N2CCCCC2)cc1 (stereo not drawn)	-2	4	-0.3	15	-4	4	-1	-20	16	-1
COc1cc(OC)cc(C(=O)Nc2cc(-c3cn4cccnc4n3)ccc2C)c1	-2	-1	0.5	32	1	-1	0	-4	-1	/
COc1ccc(-n2c(CNc3ccc(C)cc3)nnc2SCc2ccccc2)cc1	-16	4	0.1	10	-4	-15	1	-21	-3	1
Nc1cc(=O)[nH]c(SCc2ccc(Cl)cc2)n1	-8	0	0.1	20	1	-7	1	4	7	0
O=S(=O)(CCc1nc2ccccc2[nH]1)c1ccc(Br)cc1	-8	7	-1.2	17	-3	-9	3	-4	-10	/
O=C(CCCCCBr)N1CCC(CC2CC(c3ccc(Cl)cc3)=NO2)(C(=O)NCC2CCCCC2)CC1 (stereo not drawn)	1	-1	0.1	14	1	3	1	-19	-3	-2
COc1cc(CN2CCNC(=O)C2CC(=O)N2CCCO2)cc(OC)c1 (stereo not drawn)	-1	-2	0.2	6	-6	1	5	-9	7	0
O=C(COc1ccc(NC(=O)c2ccccc2)cc1)c1ccccc1	1	-3	0.6	6	6	13	1	-41	-4	2
Cc1ccc(-n2c(Cl)c(Cl)[nH]c(=O)c2=O)cc1	-8	2	-0.2	27	-1	-7	-3	-24	17	-3
Cc1c(-c2cc(C(=O)O)c3ccccc3n2)cnn1C	1	1	-0.2	11	0	18	3	-16	3	6
CNC(=O)c1c(NC(=O)c2nc3ccccc3s2)sc2c1CCC2	32	3	4.8	40	-4	55*	1	-2	-256	3
O=C(Nc1nnc(-c2ccc(F)cc2)s1)c1ccco1	8	50*	0.7	19	-8	38	-4	-103	-121	1
CC(=O)c1cc2c(cc1NC(=O)CN1CCCCCCC1)OCO2	-3	1	0.4	8	0	13	-1	5	-4	2
Clc1ccc(NCc2nnc3n2CCCCC3)cc1	3	4	0.0	66	6	-3	-3	-23	-3	2
Cc1cnc(NC2=NCCC2)s1	-1	-2	-0.1	11	1	4	1	-16	7	/
COc1ccc(-c2cc(-c3ccccc3)nc(-c3ccc4c(c3)NC(=O)CO4)c2)cc1	2	1	0.1	12	2	6	2	0	23	1
C/C(N)=C(/C#N)C(=O)CSc1nc2ccc(C)cc2[nH]1	0	7	1.9	16	-3	2	-2	-56	-183	-1
O=C(NCCOc1ccccc1F)Nc1ccc(Br)cc1	10	-2	2.0	3	-1	18	2	-14	-36	-2
Cc1oc(-c2ccccc2Cl)nc1CS(=O)(=O)CC(=O)NC1CCCC1	2	-4	-0.1	5	-2	-8	-5	-10	-10	-4
COc1ccc(C(=O)CSc2ccc3nnc(-c4cccnc4)n3n2)cc1	-4	3	-0.1	16	0	-21	3	10	-1	-1
COC(=O)c1ccc(NC(=O)c2snnc2-c2ccccc2)cc1	2	-1	0.5	16	-3	7	3	-26	1	1
Cc1cccc(C)c1NC(=O)CCCCCC1NC(=O)NC1C (stereo not drawn)	-11	2	-0.4	12	0	-2	2	-13	-19	-5
CC(=O)NNC(=O)CCC(=O)Nc1ccccc1	-9	3	-0.4	16	2	-25	1	-16	0	-1
O=C1C=C(c2ccccc2)CC(c2cccs2)C1n1cnc([N+](=O)[O-])c1 (stereo not drawn)	-4	1	48*	-6	8	31	-2	-12	28	-3
Cn1c(=O)n(CCc2ccccc2)c(=O)c2c1nc1n2CCCN1CCc1ccccc1	7	-1	-0.1	21	4	-8	2	12	29	-1
O=C1CN(C(=O)CSc2nnnn2-c2ccc(Cl)cc2)c2ccccc2N1	-10	0	-0.5	-8	2	5	2	-26	-3	3
O=C(Nc1ccncc1)c1ccc(Br)cc1	10	-2	-27	6	2	27	-2	-13	2	3
Fc1ccc(NC(=S)N2CCCC2)cc1	2	-2	0.9	1	0	27	1	-9	-7	-5
Cc1nc2c3ccccc3n(CC#N)c(=O)n2n1	-8	-2	0.0	5	0	5	-2	-12	-38	-3
COCCn1c(=NC(=O)c2ccc3c(c2)OCCO3)sc2cc(S(N)(=O)=O)ccc21	-6	-3	-2.2	52	3	-4	-1	-3	5	-1
CCCP(=O)(CC(=O)O)c1ccccc1 (stereo not drawn)	-5	-2	-0.4	20	-1	-3	0	-43	6	0
Cc1ccc2c(C(=O)CN3CCN(c4ccccc4)CC3)c(C)[nH]c2c1	2	0	0.0	10	3	9	-3	-47	-18	-1
Cc1cccnc1NC(=S)NC(=O)c1cncc(Br)c1	7	-3	1.1	19	1	-3	-1	-48	-32	/
O=c1c2ccccc2cnn1Cc1n[nH]c(=S)n1-c1ccccc1Cl	-4	4	-0.2	-5	5	-12	2	-38	28	-1

Part of the list above, reformatted.
> CCCP(=O)(CC(=O)O)c1ccccc1 (stereo not drawn)
  HSF1 inh = -5 | HSP90 refold inh = -2 | HIF act = -0.4 | AI-2 QS modul = 20 | IEC-6 tox = -1 | HSF-1 act = -3 | GSK3B inh = 0 | KLF5 inhibitor = -43 | aSyn 5UTR inh = 6 | GSK3 alpha inh = 0

> O=C(Nc1ccncc1)c1ccc(Br)cc1
  HSF1 inh = 10 | HSP90 refold inh = -2 | HIF act = -27 | AI-2 QS modul = 6 | IEC-6 tox = 2 | HSF-1 act = 27 | GSK3B inh = -2 | KLF5 inhibitor = -13 | aSyn 5UTR inh = 2 | GSK3 alpha inh = 3

(cont.)
SMILES	HSF1 inh	HSP90 refold inh	HIF act	AI-2 QS modul	IEC-6 tox	HSF-1 act	GSK3B inh	KLF5 inhibitor	aSyn 5UTR inh	GSK3 alpha inh
FC(F)(F)c1ccc(/C=N/N2CCN(Cc3cccc4ccccc34)CC2)cc1	2	-1	-0.2	3	-2	5	-5	-22	3	0
COc1ccc(S(=O)(=O)N2CCCC(C(F)(F)F)C2)cc1 (stereo not drawn)	0	4	-0.6	16	3	0	0	-8	-3	-5
COc1ccc2cc(Br)ccc2c1CC(=O)NC(C)(C)C	3	-2	-2.5	10	-4	15	3	-5	27	0
CCc1cccc(NC(=O)CCS(=O)(=O)c2cc3c(cc2C)NC(=O)CO3)c1	-6	1	-0.1	4	1	7	-3	7	-44	-1
CN1C(=O)N(c2cccc3ccccc23)C(n2cncn2)C1(C)C (stereo not drawn)	-10	-1	-0.2	6	-5	14	-3	-3	17	0
COc1ccccc1CCC(=O)Nc1ccc(S(=O)(=O)Nc2cc(C)nc(C)n2)cc1	1	/	-0.5	33	/	3	0	/	10	-4
CC(C)(C)C(=O)Nc1nc(NC(=O)C(C)(C)C)nc(-c2ccccc2Cl)n1	-9	1	-0.5	21	-6	-2	1	-10	-14	0
O=C(CCC(=O)OCC(=O)c1ccc(-c2ccccc2)cc1)Nc1cccc(Cl)c1	-7	-1	-0.2	16	-4	-6	4	-10	23	2
CC(=O)Oc1ccc(-c2cccc(C(=O)NCCCO)c2)cc1	-5	-4	0.2	26	0	-3	-1	-23	-16	/
